Screening data as filed in PubChem.
Phagocyt inh – blocks phagocytosis by macrophages | J774A.1 macrophage IgG-bead phagocytosis, imaging | inhibition, % at 5 µM | 110,000 compounds, 0.07% hits | AID 1029;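 active = inhibition above the mean of the plate negative controls plus 5 SD, cut at about 13% in these data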;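 note: phagocytic index as fraction of beads internalized from green versus red external bead signal; plate controls were DMSO negative control for no effect and cytochalasin-D positive control for full effect; some results beyond the cut were filed as inactive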
Yeast life ext – extends the lifespan of yeast; S. cerevisiae growth with nicotinamide, OD615; deaD strain in restrictive glucose medium; inhibition of the nicotinamide effect, % at 10 µM; 130,000 compounds, 0.68% hits;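 active = inhibition above a set limit, placed 3 SD over the median of all compounds, cut at about 26% in these data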;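 note: 0% = nicotinamide-treated wells and 100% = cells grown without nicotinamide; some compounds called inactive have numbers as strong as hits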
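assay system = DeaD-strain S. cerevisiae | buffer or medium = restrictive glucose medium | reagent = 1.5 mM nicotinamide | compound = 10 µM single point, 0.25% DMSO | incubation = 48 h compound exposure at 30 °C, humidified | signal = OD615 measurement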
NPY Y2 blocker – NPY-Y2 (human) receptor antagonism. P49146. NPY-Y2 expressing cells, antagonist mode. inhibition, % at 2.7 µM. 140,000 compounds, 0.99% hits. AID 793; in the data active = inhibition above about 17%;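 note: 0% = vehicle with agonist challenge and 100% = reference antagonist with challenge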
Target sequence (P49146 whole entry, looked up): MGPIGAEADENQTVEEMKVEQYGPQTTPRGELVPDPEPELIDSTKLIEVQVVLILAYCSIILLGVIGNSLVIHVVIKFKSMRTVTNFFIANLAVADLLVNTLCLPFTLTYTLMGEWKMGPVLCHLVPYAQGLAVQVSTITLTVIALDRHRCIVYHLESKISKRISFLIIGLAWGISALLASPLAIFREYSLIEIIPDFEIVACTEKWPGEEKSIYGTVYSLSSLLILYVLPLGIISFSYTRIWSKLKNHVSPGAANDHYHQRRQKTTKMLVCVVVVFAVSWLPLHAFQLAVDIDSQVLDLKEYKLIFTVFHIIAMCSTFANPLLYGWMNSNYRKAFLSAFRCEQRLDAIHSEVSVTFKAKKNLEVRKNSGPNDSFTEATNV
GALR2 blocker – blocks the human galanin receptor 2; O43603; GALR2-expressing cells, antagonist mode; inhibition, % at 4 µM; 140,000 compounds, 0.39% hits; in the data active = inhibition above about 27%;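 note: cells stimulated with galanin 1-16 at roughly its EC80; 0% = agonist challenge control and 100% = basal control without agonist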
Target sequence (O43603 whole entry, looked up): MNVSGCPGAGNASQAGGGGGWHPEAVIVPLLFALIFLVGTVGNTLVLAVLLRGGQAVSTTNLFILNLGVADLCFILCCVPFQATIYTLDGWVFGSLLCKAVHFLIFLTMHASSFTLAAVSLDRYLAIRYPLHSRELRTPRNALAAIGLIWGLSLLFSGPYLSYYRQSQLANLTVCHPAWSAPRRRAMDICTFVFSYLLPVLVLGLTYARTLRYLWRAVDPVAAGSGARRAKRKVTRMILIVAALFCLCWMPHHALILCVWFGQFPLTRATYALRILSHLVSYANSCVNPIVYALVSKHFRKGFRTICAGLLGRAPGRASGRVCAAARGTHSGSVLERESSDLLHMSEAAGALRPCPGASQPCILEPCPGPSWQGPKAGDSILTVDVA
HCT116 PTEN-null – suppresses growth of cells with PTEN deletion | AID 827 | HCT116 PTEN-null viability, CellTiter-Glo, 60 h; hits give low values | viability, % at 10 µM | 140,000 compounds, 1.2% hits;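 active = viability at or below a set limit, 4 SD under the median of all tested compounds, cut at about 3.7% in these data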;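 note: PTEN knockout HCT116 line with beta catenin targeted HCT116 as companion control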
MRP-1 activ – activators of MRP-1; H69AR cells + doxorubicin, viability rescue, CellTiter-Glo; viability increase, % at 10 µM; 140,000 compounds, 0.61% hits;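 active = viability gain under doxorubicin at or above a set limit, the compound median plus 3 SD, cut at about 4.7% in these data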;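 note: MRP-1 overexpressing cells given doxorubicin 25 µM after compound pretreatment; 18-22 h compound pretreatment then 72 h with doxorubicin before readout; 0% = doxorubicin-only wells and 100% = vehicle-treated cells without doxorubicin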
Measles CPE – protection of cells from measles virus. protection (pct of control), % at 4 µM. Measles virus-infected cells, CPE protection, absorbance. 140,000 compounds, 1.5% hits; in the data active = protection mostly above about 24%, no sharp cut-off; inactive = mostly below about 26%; note: some compounds called inactive have numbers as strong as hits
bCat KO growth – beta-catenin-lacking colon tumor cell growth suppression | HCT116 beta-catenin knockout viability, CellTiter-Glo, 60 h; hits give low values | viability, % at 10 µM | 140,000 compounds, 1.5% hits | AID 818;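 active = viability at or under a set limit, the compound median less 4 SD, cut at about 6% in these data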;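 note: 0% = Hyamine 1622 control at 20 µM and 100% = untreated cell control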
E-sel TNF inh – blocks E-selectin expression induced by TNF alpha. 120,000 compounds, 0.71% hits. HUVEC TNFa-induced E-selectin immunofluorescence, high content. AID 1246. inhibition, % at 2 µM;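 active = inhibition above the batch mean plus 3 SD, and confirmed as a hit on visual image review, cut at about 43% in these data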;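 note: 0% = TNF-stimulated DMSO wells and 100% = unstimulated control wells; not every result past the cut was called active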
Yeast growth inh – reduces growth of yeast BB579 in restrictive medium. 140,000 compounds, 0.51% hits. inhibition, % at 10 µM. S. cerevisiae BB579 growth, OD615, 48 h;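 active = inhibition above a set limit, 3 SD over the mean compound inhibition, cut at about 44% in these data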; note: inactives centre near -24
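System: Saccharomyces cerevisiae DeaD strain BB579, replicative lifespan model yeast | Buffer or medium: Restrictive glucose-based CSMM-D medium | Times: 4 h preincubation and 48 h exposure at 30 °C | Detection: OD615 turbidity measurement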
Starred values were filed as active, the others as inactive.

Results for O=[N+]([O-])c1ccc(/C=N/Nc2nc(-c3ccccc3)c3cc(Br)ccc3n2)o1 ?
Phagocyt inh: 1; Yeast life ext: -11; NPY Y2 blocker: 1; GALR2 blocker: -9; HCT116 PTEN-null: 1.4*; MRP-1 activ: -1.9; Measles CPE: 4; bCat KO growth: 1.7*; E-sel TNF inh: -18; Yeast growth inh: -26

How did CCOC(=O)c1ccccc1NC1c2ccccc2C(=O)N1c1cc(C)ccn1 (stereo not given) do in these assays?
Phagocyt inh: -1; Yeast life ext: -5; NPY Y2 blocker: 5; GALR2 blocker: 7; HCT116 PTEN-null: 80; MRP-1 activ: 2.1; Measles CPE: 8; bCat KO growth: 65; Yeast growth inh: -12

What do the screens show for `Cc1cccc(CSCCNC(=O)CCSc2ccccc2)c1`?
Phagocyt inh: -1; Yeast life ext: -3; NPY Y2 blocker: 7; GALR2 blocker: -1; HCT116 PTEN-null: 87; MRP-1 activ: -3.7; Measles CPE: 6; bCat KO growth: 73; E-sel TNF inh: 7; Yeast growth inh: -37

How did CCOc1ccc(CCNC(=O)CSc2cc(=O)n(C)c3cc(Cl)ccc23)cc1OCC do in these assays?
Phagocyt inh: 2; Yeast life ext: 0; NPY Y2 blocker: 0; GALR2 blocker: -6; HCT116 PTEN-null: 67; MRP-1 activ: -5.7; Measles CPE: 9; bCat KO growth: 52; Yeast growth inh: -31

What do the screens show for `CC(=O)Nc1ccc(NC(=O)c2ccccc2S(=O)(=O)c2ccccc2[N+](=O)[O-])cc1`?
Phagocyt inh: -1; Yeast life ext: -5; NPY Y2 blocker: 2; GALR2 blocker: -2; HCT116 PTEN-null: 95; MRP-1 activ: -3.5; Measles CPE: 40; bCat KO growth: 98; E-sel TNF inh: 11; Yeast growth inh: 4

Results for Cn1nnnc1SCC(=O)NCCc1ccc(Cl)cc1 ?
Phagocyt inh: 2; Yeast life ext: -20; NPY Y2 blocker: 2; GALR2 blocker: 8; HCT116 PTEN-null: 98; MRP-1 activ: -3.9; Measles CPE: 5; bCat KO growth: 93; Yeast growth inh: -24

What do the screens show for `O=C(c1ccccc1)N1CCCCC(Sc2nnc3ccccn23)C1=O` (stereo not given)?
Phagocyt inh: -1; Yeast life ext: -1; NPY Y2 blocker: 4; GALR2 blocker: 9; HCT116 PTEN-null: 89; MRP-1 activ: -2.2; Measles CPE: 9; bCat KO growth: 89; Yeast growth inh: -21

How did Cc1cc(N2CCCC2)c(C)cc1C=O do in these assays?
Phagocyt inh: -1; Yeast life ext: 8; NPY Y2 blocker: 2; GALR2 blocker: -15; HCT116 PTEN-null: 106; MRP-1 activ: -0.9; Measles CPE: 4; bCat KO growth: 91; E-sel TNF inh: 25; Yeast growth inh: -46

Results for O=C(Nc1cnc2sccn2c1=O)c1ccccc1Cl ?
Phagocyt inh: 0; Yeast life ext: -11; NPY Y2 blocker: 0; GALR2 blocker: -17; HCT116 PTEN-null: 95; MRP-1 activ: 1.9; Measles CPE: 19; bCat KO growth: 93; Yeast growth inh: -16

What do the screens show for `O=S(=O)(CCc1nc2ccccc2o1)c1ccc(Cl)cc1`?
Phagocyt inh: 3; Yeast life ext: -6; NPY Y2 blocker: 6; GALR2 blocker: 3; HCT116 PTEN-null: 108; MRP-1 activ: -0.8; Measles CPE: 4; bCat KO growth: 99; E-sel TNF inh: 10; Yeast growth inh: -45

How did CCc1c(C)nc2ncnn2c1N1CCC(C(=O)NCc2cccc(OC)c2)CC1 do in these assays?
Phagocyt inh: 0; Yeast life ext: -10; NPY Y2 blocker: 2; GALR2 blocker: -5; HCT116 PTEN-null: 83; MRP-1 activ: -0.7; Measles CPE: 4; bCat KO growth: 80; E-sel TNF inh: -9; Yeast growth inh: -1

What do the screens show for `O=C(CN1CCN(C2CCCCC2)CC1)c1c[nH]c2ccccc12`?
Yeast life ext: -10; NPY Y2 blocker: 2; GALR2 blocker: 4; HCT116 PTEN-null: 92; MRP-1 activ: -3.4; Measles CPE: 3; bCat KO growth: 91; Yeast growth inh: -55

Results for COc1ccc(C2C(C(=O)NCc3ccccn3)c3cc(OC)c(OC)cc3C(=O)N2C)cc1 (stereo not given) ?
Phagocyt inh: -3; Yeast life ext: 1; NPY Y2 blocker: 2; GALR2 blocker: 4; HCT116 PTEN-null: 105; MRP-1 activ: -0.9; Measles CPE: 0; bCat KO growth: 89; E-sel TNF inh: -7; Yeast growth inh: 1

What do the screens show for `Cc1[nH]c2ccccc2c1/C=N\NC(=O)CNc1ccc2c(c1)OCO2`?
Phagocyt inh: -5; Yeast life ext: -2; NPY Y2 blocker: 4; GALR2 blocker: 4; HCT116 PTEN-null: 94; MRP-1 activ: 0.8; Measles CPE: 9; bCat KO growth: 97; E-sel TNF inh: -6; Yeast growth inh: -21

What do the screens show for `O=C(CSc1ncc(-c2ccccc2)n1C1CCCC1)N1CCc2ccccc21`?
Phagocyt inh: -3; Yeast life ext: -5; NPY Y2 blocker: 6; GALR2 blocker: 7; HCT116 PTEN-null: 38; MRP-1 activ: -4.2; Measles CPE: 21; bCat KO growth: 47; Yeast growth inh: -25

How did COc1ccccc1-c1coc2c(CN3CCN(C)CC3)c(O)ccc2c1=O do in these assays?
Phagocyt inh: -1; Yeast life ext: -28; NPY Y2 blocker: -1; GALR2 blocker: -10; HCT116 PTEN-null: 103; MRP-1 activ: -4.3; Measles CPE: 15; bCat KO growth: 91; E-sel TNF inh: 0; Yeast growth inh: 7

How did CCCCS(=O)Cc1ccccc1 (stereo not given) do in these assays?
Phagocyt inh: 0; Yeast life ext: -7; NPY Y2 blocker: 0; GALR2 blocker: 0; HCT116 PTEN-null: 97; MRP-1 activ: 0.0; Measles CPE: 10; bCat KO growth: 101; E-sel TNF inh: 16; Yeast growth inh: -4

How did CCCN1C(=O)/C(=N\OCC(=O)NC23CC4CC(CC(C4)C2)C3)c2ccccc21 do in these assays?
Phagocyt inh: -2; Yeast life ext: 12; NPY Y2 blocker: 2; GALR2 blocker: 5; HCT116 PTEN-null: 93; MRP-1 activ: 5.7*; Measles CPE: 13; bCat KO growth: 91; Yeast growth inh: -15

Results for Cc1ccc(-c2nn(C)c(=O)c3ccccc23)cc1CNC(=O)CN1CCOCC1 ?
Phagocyt inh: 2; Yeast life ext: -11; NPY Y2 blocker: 0; GALR2 blocker: -7; HCT116 PTEN-null: 91; MRP-1 activ: -1.2; Measles CPE: 9; bCat KO growth: 93; E-sel TNF inh: 24; Yeast growth inh: 13

How did COc1ccccc1N(CN1CCCC1=O)C(=O)c1c(F)cccc1Cl do in these assays?
Phagocyt inh: -1; Yeast life ext: -17; NPY Y2 blocker: 2; GALR2 blocker: 1; HCT116 PTEN-null: 88; MRP-1 activ: -0.1; Measles CPE: 7; bCat KO growth: 88; E-sel TNF inh: 1; Yeast growth inh: -7

Results for CCN(CC)c1ccc(NC(=O)c2ccco2)c(C)c1 ?
Phagocyt inh: 1; Yeast life ext: -3; NPY Y2 blocker: 1; GALR2 blocker: 0; HCT116 PTEN-null: 95; MRP-1 activ: -0.3; Measles CPE: 6; bCat KO growth: 92; Yeast growth inh: -19

What do the screens show for `CCc1nc2c(n1O)CCc1nonc1-2`?
Phagocyt inh: 0; Yeast life ext: -6; NPY Y2 blocker: 3; GALR2 blocker: -2; HCT116 PTEN-null: 92; MRP-1 activ: -1.7; Measles CPE: 4; bCat KO growth: 91; E-sel TNF inh: -15; Yeast growth inh: 1

How did Cc1ccc(-c2cc(C(=O)Nc3c(C#N)cnn3C)no2)cc1 do in these assays?
Phagocyt inh: -1; Yeast life ext: -4; NPY Y2 blocker: 5; GALR2 blocker: 4; HCT116 PTEN-null: 99; MRP-1 activ: -0.1; Measles CPE: 6; bCat KO growth: 98; E-sel TNF inh: 9; Yeast growth inh: -49

What do the screens show for `CCC(c1nnnn1Cc1ccco1)N1CCN(C(=O)c2ccco2)CC1` (stereo not given)?
Phagocyt inh: -1; Yeast life ext: -3; NPY Y2 blocker: 1; GALR2 blocker: 1; HCT116 PTEN-null: 105; MRP-1 activ: -0.5; Measles CPE: 34; bCat KO growth: 92; E-sel TNF inh: -28; Yeast growth inh: -17

Results for CCOc1ccccc1N1CCN(Cc2cccc(OC)c2O)CC1 ?
Phagocyt inh: -1; Yeast life ext: -6; NPY Y2 blocker: 0; GALR2 blocker: -1; HCT116 PTEN-null: 81; MRP-1 activ: -0.7; Measles CPE: 7; bCat KO growth: 74; E-sel TNF inh: -10; Yeast growth inh: -41

What do the screens show for `COc1ccccc1CNC(=O)C1CCC1`?
Phagocyt inh: -4; Yeast life ext: 9; NPY Y2 blocker: 1; GALR2 blocker: -2; HCT116 PTEN-null: 95; MRP-1 activ: -0.7; Measles CPE: 19; bCat KO growth: 101; Yeast growth inh: -4

What do the screens show for `COC(=O)c1cc2ccccc2c(-c2c(OC)c(C(=O)OC)cc3ccccc23)c1OC`?
Yeast life ext: 18; NPY Y2 blocker: 0; GALR2 blocker: 3; HCT116 PTEN-null: 69; MRP-1 activ: -0.6; Measles CPE: 4; bCat KO growth: 71; E-sel TNF inh: -22; Yeast growth inh: -50

Results for O=C(CC1Sc2ccccc2NC1=O)OCC(=O)N1CCc2ccccc21 (stereo not given) ?
Phagocyt inh: 0; Yeast life ext: -8; NPY Y2 blocker: 0; GALR2 blocker: 0; HCT116 PTEN-null: 99; MRP-1 activ: -1.0; Measles CPE: 9; bCat KO growth: 96; E-sel TNF inh: -45; Yeast growth inh: -54

How did CCCC(=O)Nc1nnc(SCC(=O)NCc2cccs2)s1 do in these assays?
Yeast life ext: -22; NPY Y2 blocker: 0; GALR2 blocker: 7; HCT116 PTEN-null: 101; MRP-1 activ: -0.8; Measles CPE: 9; bCat KO growth: 90; E-sel TNF inh: 13; Yeast growth inh: 14

How did CC1CC(C)CN(C(=S)NC2CCCCC2)C1 (stereo not given) do in these assays?
Phagocyt inh: -3; Yeast life ext: 0; NPY Y2 blocker: 2; GALR2 blocker: -6; HCT116 PTEN-null: 92; MRP-1 activ: -3.0; Measles CPE: 7; bCat KO growth: 94; E-sel TNF inh: 5; Yeast growth inh: 0

Results for COc1cccc(C2CC(c3ccc(Cl)cc3Cl)Nc3nc(N)nn32)c1 (stereo not given) ?
Phagocyt inh: -1; Yeast life ext: -9; NPY Y2 blocker: 1; GALR2 blocker: -10; HCT116 PTEN-null: 60; MRP-1 activ: 0.6; Measles CPE: 8; bCat KO growth: 74; E-sel TNF inh: 15; Yeast growth inh: -13

What do the screens show for `CCOC(=O)c1c(C)oc2c(CC(=O)c3ccccc3)c(Cl)c(O)c(O)c12`?
Phagocyt inh: -8; Yeast life ext: 3; NPY Y2 blocker: 8; GALR2 blocker: 2; HCT116 PTEN-null: 63; MRP-1 activ: -1.9; Measles CPE: 34; bCat KO growth: 56; Yeast growth inh: -56

Results for CCOC(=O)C1CCCN(Cc2nc(N)nc(Nc3ccccc3)n2)C1 (stereo not given) ?
Phagocyt inh: -1; Yeast life ext: -3; NPY Y2 blocker: -1; GALR2 blocker: -1; HCT116 PTEN-null: 86; MRP-1 activ: -1.0; Measles CPE: 0; bCat KO growth: 92; E-sel TNF inh: -8; Yeast growth inh: -66
